Screening results deposited in PubChem by National Center for Advancing Translational Sciences (NCATS).
TSHR antag: Antagonists of the Thyroid Stimulating Hormone Receptor: HTS campaign. Thyrotropin receptor (Homo sapiens), P16473. TSHR-expressing cells, TSH-stimulated cAMP HTRF, 2 h; stronger effect = lower value. activity change, negative = inhibition, % at 11.5 µM. 330,000 compounds, 0.2% hits. AID 504810, 2011;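 active means activity change below a set negative limit, meaning inhibition stronger than a set level, cut at about -70% in these data; inconclusive means activity change between two set negative limits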; further: on the % scale 0 is the no-effect control and ±100 the full control effect
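Read-out is FRET at 665 nm (cryptate excitation 337 nm) from a cryptate-tagged anti-cAMP antibody, competed by cell cAMP against cAMP-d2. Compounds are tested on freshly harvested TSHR cells challenged with 4nM TSH (EC80) for 2 hours at 37 deg C.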
GALK inhibitor: qHTS Assay for Inhibitors of Human Galactokinase (GALK); P51570; Purified GALK, Kinase-Glo residual ATP luminescence; Potency, µM (top dose mostly 57.5 µM), without a hit: at the highest dose activity change, negative = inhibition, actives largely listed as inhibitors; 270,000 compounds, 0.007% hits; AID 1868, 2009; further: potency means the concentration at half of the fitted maximal effect; on the % scale 0 is the no-effect control and ±100 the full control effect
Target sequence (P51570 whole entry, looked up): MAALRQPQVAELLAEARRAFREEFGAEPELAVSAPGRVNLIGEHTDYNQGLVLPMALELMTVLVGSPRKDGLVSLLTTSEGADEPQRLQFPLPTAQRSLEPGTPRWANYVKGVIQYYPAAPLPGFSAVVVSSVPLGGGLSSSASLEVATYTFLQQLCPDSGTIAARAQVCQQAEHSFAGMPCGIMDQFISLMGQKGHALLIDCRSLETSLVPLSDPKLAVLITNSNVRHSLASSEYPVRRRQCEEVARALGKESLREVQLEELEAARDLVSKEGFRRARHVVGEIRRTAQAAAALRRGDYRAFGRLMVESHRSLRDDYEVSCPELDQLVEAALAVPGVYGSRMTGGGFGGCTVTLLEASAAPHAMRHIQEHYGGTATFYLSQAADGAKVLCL
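ATP-depletion format; final 35 uM ATP, 100 uM D-galactose, 5 nM enzyme; pH 8.0 HEPES/Mg2+ buffer; 60 min RT; luminescence read 10 min after detection reagent.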
Mito fusion act: qHTS Assay for Small Molecule Inhibitors of Mitochondrial Division or Activators of Mitochondrial Fusion. S. cerevisiae fusion-defective mutant growth rescue, CellTiterGlo 48 h. Potency, µM (titrated, usually from 46.1 µM), inactives show at the highest dose growth rescue (activation), usual class: activators. 320,000 compounds, 0.23% hits. AID 485298, 2010;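 further: potency means the concentration at half of the fitted maximal effect; % of control where 0% means no effect; nearly all actives have a fitted effect of over 45% in size; temperature-sensitive fusion mutants such as fzo1-1 at 37 °C on non-fermentable ethanol glycerol medium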
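Growth-rescue viability read-out: after 48 h at the non-permissive 37C in glycerol/ethanol YPEG, yeast mitochondrial fusion mutants are measured by CellTiterGlo luminescence; compounds (23 nl pinned per well) restoring growth score as division inhibitors or fusion activators.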
MBNL1-CUG inh: qHTS Assay for Inhibitors of MBNL1-poly(CUG) RNA binding | TR-FRET MBNL1-His/biotin-(CUG)12 binding, 665/545 ratio | Potency, µM (titrated, usually from 57.5 µM), inactives show at the top dose activity change, negative = inhibition, most hits filed as inhibitors | 280,000 compounds, 0.036% hits | AID 2675, 2010; active means well fitted inhibition curve with a large enough effect in the signal ratio, with a control signal flat, not every such curve was filed as active; inconclusive means small, poorly fitted or top-dose-only effect, or effect the other way, or a change in a side signal; inactive means no such curve, though single readings can be large or run the other way; the % refers to the signal ratio; further: potency means the concentration at half of the fitted maximal effect; on the % scale 0 is the no-effect control and ±100 the full control effect
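TR-FRET readout: Ex 340 nm, 665/545 nm emission ratio, normalized to buffer-only (basal) and MBNL1-(CUG)12 controls. Complex of MBNL1-His with Biotin-(CUG)12, compounds 92 nM–58 uM, incubated 60 min at room temperature.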
USP2a inh: qHTS Assay for Inhibitors of Ubiquitin-specific Protease USP2a Using CHOP2 as the Reporter; Potency, µM (titrated, usually from 38.3 µM), for inactives: at the top dose activity change, negative = inhibition, most hits filed as inhibitors; Ubiquitin carboxyl-terminal hydrolase 2 (Homo sapiens), O75604; AID 463254, 2010; 330,000 compounds, 0.01% hits; USP2 core, Ub-CHOP2 coupled fluorogenic reporter, 485/531;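 further: potency means the concentration at half of the fitted maximal effect; plate controls were DMSO wells for no effect and full inhibition by NEM control for full effect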
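Cell-free coupled assay: 10nM USP2 core preincubated 30min RT with compound in Tris-HCl pH 8.0/CaCl2/CHAPS buffer, then 25nM Ub-CHOP2 and 25nM reporter substrate; fluorescence (Ex 485/Em 531) read after 60min RT, normalized to NEM inhibition, concentration-response curves fitted.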
Eya2 inh: qHTS Assay for Inhibitors of the Phosphatase Activity of Eya2; Potency, µM (titrated, usually from 76.9 µM), for the others: at the highest dose activity, negative = inhibition, hits mostly inhibitors; 330,000 compounds, 0.006% hits; AID 488837, 2010; Protein phosphatase EYA2 (Homo sapiens), O00167; recombinant Eya2, OMFP fluorescence dephosphorylation (OMFP is methylfluorescein phosphate); further: potency means the concentration at half of the fitted maximal effect; on the % scale 0 is the no-effect control and ±100 the full control effect
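Eya2 (0.2 uM) preincubated 10 min at ambient with compound, then OMFP substrate added at 50 uM; 10 min reaction in 50 mM HEPES pH 7.5, 50 mM NaCl, 5 uM MgCl2, 0.05% BSA, 1 mM DTT. Fluorescence read at Ex 485/Em 525 nm.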
S-ASM inh: Inhibitors of Secretory Acid Sphingomyelinase (S-ASM): qHTS | placental ASM, HMU-PC fluorogenic substrate, 60 min | Potency, µM (top dose mostly 57.5 µM), for the others: at the highest dose activity change, negative = inhibition, actives largely listed as inhibitors | 340,000 compounds, 0.006% hits | Sphingomyelin phosphodiesterase (Homo sapiens), P17405; further: potency means the concentration at half of the fitted maximal effect
Target sequence (P17405 47-631 limits assumed): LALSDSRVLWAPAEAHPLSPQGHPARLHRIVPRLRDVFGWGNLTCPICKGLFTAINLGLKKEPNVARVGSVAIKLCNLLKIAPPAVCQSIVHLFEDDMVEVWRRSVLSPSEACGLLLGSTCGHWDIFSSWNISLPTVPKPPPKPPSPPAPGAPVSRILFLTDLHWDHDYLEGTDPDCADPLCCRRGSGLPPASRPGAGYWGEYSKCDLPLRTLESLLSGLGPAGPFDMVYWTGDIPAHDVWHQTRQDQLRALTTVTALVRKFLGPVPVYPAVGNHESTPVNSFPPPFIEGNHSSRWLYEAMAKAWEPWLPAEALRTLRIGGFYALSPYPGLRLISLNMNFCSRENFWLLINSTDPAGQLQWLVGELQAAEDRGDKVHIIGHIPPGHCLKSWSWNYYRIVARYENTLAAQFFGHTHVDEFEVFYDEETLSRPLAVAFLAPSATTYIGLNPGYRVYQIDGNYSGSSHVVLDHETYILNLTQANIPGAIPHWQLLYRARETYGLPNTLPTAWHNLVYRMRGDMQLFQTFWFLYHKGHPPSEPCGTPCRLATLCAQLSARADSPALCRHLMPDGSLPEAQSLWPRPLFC
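qHTS format. ASM enzyme prepared from human placenta hydrolyses the fluorogenic substrate HMU-PC0 (9 uM final) over 60 min at 37 °C after a 10 min compound preincubation.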
PKM2 activator: qHTS Assay for Activators of Human Muscle isoform 2 Pyruvate Kinase; Pyruvate kinase PKM (Homo sapiens), P14618; purified PKM2, Kinase-Glo ATP luminescence, activation; response scale: 0% is enzyme alone, no compound; Potency, µM (titrated, usually from 57.5 µM), for the others: at the highest dose activation, most hits filed as activators; 260,000 compounds, 0.34% hits; AID 1631, 2009; further: potency means the concentration at half of the fitted maximal effect; on the % scale 0 is the no-effect control and ±100 the full control effect; nearly all actives have a fitted effect of over 55% in size
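ATP formation by purified human PK-M2, quantified via coupled luciferase luminescence after 1 h at room temperature with 0.1 mM ADP and 0.5 mM PEP final.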
KCNH2 WT inh: qHTS for Inhibitors of KCHN2 3.1: Wildtype qHTS. Voltage-gated inwardly rectifying potassium channel KCNH2 (Homo sapiens), Q12809. U2OS, BacMam KCNH2, thallium flux FluxOr; stronger effect = lower value. activity change, % at 1.84 µM. 340,000 compounds, 0.37% hits. AID 720551, 2013;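 active means maximum activity change below -70%; inconclusive means maximum activity change between -70% and -50%; inactive means maximum activity change above -50%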; further: on the % scale 0 is the no-effect control and ±100 the full control effect
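U2OS cells transduced with wild-type KCNH2 virus are loaded with FluxOr dye for 45 min, and thallium flux is measured in kinetic reads before and after stimulation buffer. Rate constants are normalized to DMSO controls.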
BCR signal inh: qHTS Assay to Find Inhibitors of Chronic Active B-Cell Receptor Signaling; 340,000 compounds, 0.05% hits; Potency, µM (highest dose often 46.1 µM), for the others: at the top dose ratio change, negative = lower green/red ratio, usual class: inhibitors; ABC-DLBCL IkBa-CBG/CBR reporter, luminescence ratio, 4 h; AID 493014, 2011; active means well fitted inhibition curve with a large enough effect in the signal ratio, with a control signal flat, not every such curve was filed as active; inconclusive means small, poorly fitted or top-dose-only effect, or effect the other way, or a change in a side signal; the % refers to the signal ratio;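 further: potency means the concentration at half of the fitted maximal effect; plate controls were basal doxycycline-induced cells for no effect and cells given 10 µM MG132 for full effect; MG132 reads +100%, hits lower the ratio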
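Compounds up to 46 uM were incubated four hours with TMD8 cells whose green CBG68 luciferase is fused to IkappaBalpha; red CBR luminescence normalised the signal, and concentration-effect curves were fitted to fusion, red and ratio data.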
Menin MLL FP TR: qHTS Assay for Inhibitors Targeting the Menin-MLL Interaction in MLL Related Leukemias: Competition With Texas Red Labeled MLL-derived Mutant Peptide. O00255. Menin + Texas Red MLL mutant peptide, fluorescence polarization. Potency, µM (titrated, usually from 61.6 µM), for the others: at the top dose FP activity change, negative = inhibition, actives largely listed as inhibitors. 270,000 compounds, 0.23% hits; active means well fitted inhibition curve with a large enough effect in the polarisation, with a control signal flat, not every such curve was filed as active; inconclusive means small, poorly fitted or top-dose-only effect, or effect the other way, or a change in a side signal; inactive means no such curve, though single readings can be large or run the other way; the % refers to the polarisation; further: potency means the concentration at half of the fitted maximal effect; % of control where 0% means no effect; many of its hits are not listed in these tables
* hit, by the source's call; ? = inconclusive; . = not tested or not shown; & = joins results of further samples; [ ] = dose if it differs, or a comment. Unless noted, the call rests on the fitted dose curve; in most records, active means well fitted curve in the direction sought with a large enough effect; inconclusive means small, poorly fitted or top-dose-only effect, or another doubt; inactive means no such curve, though single readings can be large; an effect the other way counts as inactive or inconclusive.

SMILES	TSHR antag	GALK inhibitor	Mito fusion act	MBNL1-CUG inh	USP2a inh	Eya2 inh	S-ASM inh	PKM2 activator	KCNH2 WT inh	BCR signal inh	Menin MLL FP TR
Cc1ccc(N2CCN(S(=O)(=O)N3CCCCC3)CC2)cc1Cl	1	1%	9%	7%	-7%	2%	0%	0%	3	8%	-2%
COCCN1CCN(Cc2nc(C3(c4ccc(C)cc4)CCCC3)no2)CC1	1	-1%	-4%	-1%	0%	-6%	7%	-4%	11	0%	-6%
Oc1c(C=C2N=c3ccccc3=N2)sc(=S)n1C1CCCCC1	1&6	1%&0%	-5%&-2%	-2%&2%	6%&3%	-7%&0%	2%&-2%	8%&-1%	1&1	?	?
N=C(SC1CC(=O)N(c2ccc(F)cc2)C1=O)N1N=C(c2ccccc2)CC1c1ccccc1 (stereo unspecified)	32	2%	7%	-2%	2%	-3%	-1%	0%	10	-4%	-13%
COc1ccc(NC(=O)NS(=O)(=O)c2ccc(C)cc2)c(OC)c1	-6	4%	0%	-4%	-1%	19%	2%	0%	-4	?	4%
COc1ccccc1CNC(=O)c1cc(-c2ccncc2)nc2c(Cl)cccc12	9	3%	1%	14%	0%	7%	1%	-1%	-14	-2%	.
CN(C)c1ccc(C(=S)N2CCNCC2)cc1	1	-6%	-13%	-6%	0%	-7%	-2%	4%	2	0%	0%
Cn1c(CN2CCC(C(N)=O)CC2)c(C#N)c2ccccc21	6	-1%	-2%	8%	2%	-3%	3%	1%	-2	?	9%
C#CCN(C(=O)c1ccc(OC2CCN(C(=O)CCOC)CC2)cc1)C1CCCCC1	48	-1%	3%	-2%	0%	3%	0%	-5%	-9	-3%	-17%
Cn1c(SCC(=O)NC2CCCc3ccccc32)nnc1C1CC1 (stereo unspecified)	4	.	-5%	.	1%	14%	.	.	0	-3%	.
COc1cc([N+](=O)[O-])ccc1NC(=O)CN1CCc2cc(OC)c(OC)cc2C1	-8	1%	11%	?	-4%	-10%	4%	.	-5	?	0%
O=C(Nc1ccc(Cl)c(Cl)c1)c1ccccc1NC(=O)C1CC=CCC1C(=O)O (stereo unspecified)	-24	-2%	1%	0%	-2%	-7%	-8%	.	1	2%	.
Cc1cccn2c(=O)c(/C=C(\C#N)C(N)=O)c(Oc3ccccc3)nc12	-9	-1%	14%	?	0%	18%	176%[activator]	-3%	-13	-4%	.
CCNC(=S)N=Nc1c(O)n(Cc2ccc(Cl)cc2)c2ccccc12	-10	1%	-27%	7%	1%	3%	-22%	-3%	-4	2%	?
Nc1c(N(CCCO)C(=O)C2CCCC2)c(=O)[nH]c(=O)n1Cc1ccccc1	-7	.	0%	.	0%	-10%	3%	.	-19	7%	.
COc1ccc(OC(=O)c2c(C)nn(-c3ccccc3)c2C)cc1	-9	-2%	8%	1%	-1%	-6%	-4%	-2%	-11	?	.
Cc1cc2c3c(c1)C1(C(=O)N3C(C)(C)CC2C)C(C#N)=C(N)Oc2n[nH]c(C)c21 (stereo unspecified)	5	-1%	-4%	2%	2%	-1%	-1%	0%	4	-5%	-3%
CC(c1ccco1)N(C(=O)COc1ccc(Cl)cc1Cl)c1ccccn1 (stereo unspecified)	-27	0%	24%	-4%	-7%	-22%	1%	-14%	-5	19%	21%
CCN(Cc1ccccc1)CC(O)COC(c1ccc(OC)cc1)c1ccc(OC)cc1 (stereo unspecified)	10	4%	-30%	1%	-6%	8%	-3%	.	42	-16%	-20%
COc1cccc(CNCCO)c1OCc1ccccc1Cl	-7	1%	8%	.	3%	-4%	4%	4%	37	0%	1%
N#Cc1cccc(N=c2ssnc2Cl)c1	-5	0%	1%	5%	8%	3%	0%	-28%	1	?	12%
CS(=O)(=O)N1CCN(C(=O)C(Sc2ccccc2)c2ccccc2)CC1 (stereo unspecified)	-3	1%	5%	-6%	1%	-2%	5%	-5%	-3	1%	0%
COc1ccc(CNCC(=O)Nc2sccc2C#N)cc1	-9	-3%	-5%	2%	1%	-17%	4%	-5%	-12	?	-8%
CC(=O)Nc1ccc(S(=O)(=O)NCCNS(=O)(=O)c2ccc(NC(C)=O)cc2)cc1	-2	6%	1%	-4%	3%	4%	2%	2%[11.5 µM]	1	-4%	-4%
Cc1nc(-c2ccc(NS(=O)(=O)c3ccccc3)cc2)cs1	-2	0%	-6%	-5%	0%	2%	-1%	30%	-16	-2%	0%
CC1CCC(=O)N(CCOc2ccccc2)CC1 (stereo unspecified)	0	.	-6%	2%	2%	3%	-2%	2%	-30	10%	-7%
COCCCNC(=O)Cn1cnc2c(OCc3ccccc3)ncnc21	-3	.	.	.	3%	-7%	-10%	.	-5	0%	.
COc1cccc(NC(=O)Cn2cc3c(n2)CCCCC3)c1	7	1%	2%	6%	2%	11%	-5%	-6%	-1	?	-11%
COC(=O)c1ccccc1NC(=O)c1nc(S(=O)(=O)Cc2ccccc2)ncc1Cl	-19	-4%	-8%	-4%	1%	1%	1%	.	-10	7%	.
COc1ccccc1N1CCN(c2ncnc3sc(C(=O)NCC4CCCO4)c(C)c23)CC1 (stereo unspecified)	-12	2%	2%	13%	3%	-2%	-1%	.	8	-10%	.
Cc1ccccc1OCCC(=O)OCC(=O)NC1CCCC1	1	.	-3%	.	-1%	6%	0%	.	-3	7%	.
O=c1c(-c2ccccc2)c1-c1ccccc1	-9	-2%	-2%	-7%	12%	4%	.	1%	.	?	3%&0%
CN(C)CCSc1nnc2[nH]c3ccccc3c2n1	2	0%	1%	?	0%	-13%	-2%	11%	-1	?	5%
Cc1nn2c(-c3ccccc3)c(-c3ccccc3)nc2[nH]c1=O	-15	0%	2%	-3%	2%	-4%[15.4 µM]	25%	-13%	0	0%	-10%
CC(=O)c1ccc(N2CCN(C(=O)C3CCN(S(=O)(=O)c4ccc(F)cc4)CC3)CC2)cc1	-24	.	3%	.	-1%	7%	-2%	.	10	7%	.
CCn1c(=O)cc(N2CCN(Cc3ccccc3)CC2)[nH]c1=O	-8	.	-1%	3%	3%	5%	-1%	15%	0	7%	-17%
CCc1cc(C(=O)N2CCN(c3ccccc3OC)CC2)sc1C	2	4%	15%	1%	-2%	-2%	-4%	3%	3	-2%	-8%
CC(C)Cn1cnc2c1c(=O)n(CC(=O)Nc1ccc3c(c1)OCO3)c(=O)n2Cc1ccccc1	0	3%	-3%	2%	1%	-15%	-1%	-2%	-86*	-4%	14%
O=C(NC12CC3CC(CC(C3)C1)C2)OCCNC1CCCCC1	26	1%	2%	.	-4%	18%	-3%	-6%	5	-11%	.
Cc1cc(C)n(C(=O)CNC(=O)/C=C/c2ccccc2)n1	-5	-3%	-2%	13%	10%	0%	2%	-2%	-10	1%	-2%
CCn1c(CCC(N)=O)nnc1SCC(=O)Nc1cccc(S(=O)(=O)N2CCCC2)c1	-15	.	-4%	.	0%	1%	6%	.	1	0%	.
CC(C)(C)c1csc(NC(=O)CSc2nc3ccccc3c(=O)[nH]2)n1	-21	5%	2%	-1%	-2%	-1%	-6%	-4%	0	12%	16%
CC(C)(C)c1cc(-c2n[nH]c(=S)n2-c2ccccc2F)n[nH]1	4	-3%	7%	-3%	3%	-17%	-2%	24%	-5	8%	.
Cc1ccc(N/C(CSC(N)=O)=N/S(=O)(=O)c2ccccc2)cc1	-3	-2%	-4%	-2%	2%	-1%	-3%	2%	6	9%	.

An excerpt; the hit share may differ from the screen's.
